# From PubChem
# GPR35 antagonists – GPR35 antagonists blocking zaprinast-driven arrestin recruitment, primary screen, imaging, U2OS, beta-arrestin-GFP, zaprinast agonist (AID 2058). U2OS GPR35 beta-arrestin-GFP translocation imaging, zaprinast antagonism; higher % means a stronger effect. inhibition, % at 10 µM, or IC50 in µM where a hit was titrated. 290,000 tested, 0.052% active;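 active = inhibition of at least 50% with at least 30 cells and total cytoplasm GFP at most 10,000,000; inconclusive = under 30 cells or total GFP of 10,000,000 plus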
# NOD1 inhibition – inhibition of NOD1-driven NF-kB reporter – cell-based, luminescence, uHTS, primary screen (AID 1578) | 290,000 tested, 1% active | inhibition, % at 4 µM, or EC50 in µM where a hit was titrated | NOD1-driven NF-kB luciferase reporter cells, luminescence; higher % means a stronger effect; in the data active = inhibition mostly above about 36%, no sharp cut-off; inactive = mostly below about 34%;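 also: HEK-293T reporter cells stimulated with the NOD1 agonist gamma-tri-DAP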
# KOR beta-arrestin-1 – kappa opioid receptor blockers – cell-based, luminescence, uHTS (AID 1778); KOR beta-arrestin recruitment, luminescence, antagonist mode; higher % means a stronger effect; inhibition, % at 10 µM; hits with a dose series show IC50 in µM; 290,000 tested, 0.091% active; in the data active = inhibition above about 50%; also: strong numbers were not always called active
# KOR beta-arrestin-2 – kappa opioid receptor activators – cell-based, luminescence, uHTS, primary screen (AID 1777); activation, % at 10 µM; hits with a dose series show EC50 in µM; KOR beta-arrestin recruitment, luminescence; higher % means a stronger effect; 280,000 tested, 0.02% active; in the data active = activation above about 50%, passing the limit was not always enough; also: a part of the inactive calls stands beside numbers as strong as those of hits
# AID2073 – disruptors of CaV2.2 binding to Mint1 – biochemical, HTRF (AID 2073); 290,000 tested, 0.19% active; HTRF protein-protein interaction, Mint1-CaV2.2; higher % means a stronger effect; inhibition, % at 20 µM; hits with a dose series show IC50 in µM; in the data active = inhibition mostly above about 51%, no sharp cut-off; inconclusive = no clear call, values can overlap the other calls; inactive = mostly below about 53%; also: some results filed as inactive read as strong as hits
# GPR55 activation – GPR55 agonists via beta-arrestin recruitment, primary screen, imaging, U2OS cells, beta-arrestin-GFP redistribution (AID 1961); U2OS GPR55 beta-arrestin-GFP redistribution imaging; higher % means a stronger effect; one-dose activation, % at 10 µM; EC50 in µM for titrated hits; 290,000 tested, 0.048% active;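 active = activation above 40% with more than 50 cells counted in the well; inconclusive = wells holding fewer than 50 cells, flagged as toxic or sparse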;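 also: U2OS osteosarcoma cells stably expressing GPR55 and beta-arrestin-GFP; plate controls were DMSO negative control for no effect and LPI positive control for full effect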
# HIV fusion peptide – inhibitors of HIV fusion peptide binding, primary screen, biochemical, uHTS, fluorescence dequenching (AID 1986) | cell-free peptide binding, fluorescence dequenching, 30 min; higher % means a stronger effect | one-dose inhibition, % at 20 µM; IC50 in µM for titrated hits | 290,000 tested, 0.3% active; in the data active = inhibition mostly above about 52%, no sharp cut-off; inactive = mostly below about 76%; also: some results filed as inactive read as strong as hits
# Siah-1 displacement – blockers of Siah-1 interaction with plectin peptide – biochemical, fluorescence polarization, rhodamine-plectin, uHTS, primary screen (AID 1817); Siah-1 / rhodamine-plectin peptide fluorescence polarization; higher % means a stronger effect; one-dose displacement, % at 20 µM; IC50 in µM for titrated hits; 290,000 tested, 0.02% active;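 active = displacement of at least 50% at 20 µM, with a fluorescence ratio check between 0.3 and a set limit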;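 also: plate controls were Siah plus tracer with DMSO for no effect and tracer alone without Siah for full effect; strong numbers were not always called active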
# GPR55 antagonists – GPR55 antagonists blocking LPI-driven arrestin recruitment, primary screen, imaging, U2OS, beta-arrestin-GFP, LPI agonist (AID 2013) | U2OS GPR55 beta-arrestin-GFP translocation imaging, LPI antagonism; higher % means a stronger effect | one-dose inhibition, % at 10 µM; IC50 in µM for titrated hits | 290,000 tested, 0.13% active;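 active = spots per cell inhibited over 60%, with over 100 cells counted and total cytoplasm intensity under 500,000; inconclusive = wells with under 100 cells, flagged as likely toxic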;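 also: U2OS cells stably carrying GPR55 and arrestin-GFP stimulated by 5 µM LPI near EC80; imaged beta-arrestin-GFP aggregate spots per cell after agonist stimulation; plate controls were LPI-stimulated DMSO wells for no effect and DMSO wells without LPI for full effect; some results filed as inactive read as strong as hits; confirmed hits need IC50 under 10 µM and bright autofluorescent wells are also inconclusive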
# Numbers without * were called inactive; ? = inconclusive; nt = no result given; [ ] = dose if it differs, or a comment. These rows are one share of the data, so the mix of outcomes need not match the whole.
compound,GPR35 antagonists,NOD1 inhibition,KOR beta-arrestin-1,KOR beta-arrestin-2,AID2073,GPR55 activation,HIV fusion peptide,Siah-1 displacement,GPR55 antagonists
CCCCSc1nnc2n(CCc3ccccc3)c(=O)c3c4c(sc3n12)COC(C)(C)C4,-1%,-7%,0%,-2.1%,2%,58%*,-0.6%,0%,-3%
CC(C)N1C(=S)SC(C)(C)C1NO (configuration not stated),9%,-3%,8%,-0.6%,17%,0.1%,3.0%,4%,-9%
COc1ccc(N2C(=O)CC(N3CCC(O)(c4ccc(Br)cc4)CC3)C2=O)cc1 (configuration not stated),6%,nt,-3%,5.0%,1%,-0.3%,0.2%,-2%,21%
CCc1ccc(C(=O)COC(=O)c2ccccc2OC)cc1,-9%,-8%,5%,-4.5%,13%,-0.2%,-0.9%,-8%,-8%
Cc1cc(NC(=O)c2ccc(Cl)cc2)c(C(C)C)cc1O,2%,-1%,21%,0.9%,18%,-0.1%,0.8%,2%,15%
COc1ccccc1NC(=S)NC(=O)CC(C)C,5%,2%,-17%,10%,8%,-0.1%,-1.1%,0%,-1%
O=C(NC(=S)NCCN1CCOCC1)c1ccc(Cl)cc1,2%,-11%,24%,2.0%,-10%,0.1%,0.7%,4%,1%
O=C1CC(C(=O)O)(c2ccccc2)c2cccc(F)c21 (configuration not stated),-13%,-10%,-27%,-3.4%,8%,-0.3%,-1.0%,4%,-2%
C1CCN(c2c3c(nc4nnnn24)CCCC3)CC1,-5%,7%,-1%,4.4%,0%,-0.1%,-1.7%,2%,0%
CC1Sc2ccc(S(=O)(=O)N3CCC(C(=O)NCCc4ccccc4)CC3)cc2NC1=O (configuration not stated),10%,-1%,31%,-5.4%,7%,-0.2%,0.6%,9%,-4%
COc1ccc(S(=O)(=O)N2CCN(C(=O)c3ccco3)CC2)cc1OC,17%,10%,4%,-11%,-8%,-0.2%,-0.2%,0%,1%
O=C(Nc1ccc(F)cc1)NC1CCN(Cc2nnnn2Cc2ccco2)CC1,1%,-2%,-1%,-3.5%,1%,-0.3%,23%,-7%,4%
Cc1cc(C)cc(NC(=O)NC2CCN(CC(=O)Nc3cccc(Cl)c3C)CC2)c1,-2%,10%,18%,-0.1%,-2%,-1.9%,0.4%,-3%,5%
CN(CCOc1ccccc1)C(=O)CCc1c[nH]c2ccccc12,-5%,-6%,3%,-4.1%,1%,0.0%,1.0%,-3%,10%
O=C(Oc1ccccc1)Oc1ccc2c(c1)oc(=O)c1ccccc12,-6%,-25%,6%,3.3%,?,-0.1%,4.0%,4%,-6%
CCc1ccc(CNCCNCC(C)O)cc1 (configuration not stated),-3%,-21%,19%,-0.1%,-3%,-0.1%,-0.4%,1%,10%
Cc1ccc(C(=O)Nc2ccccc2-c2ccccc2)o1,0%,-11%,-6%,nt,-5%,-0.1%,1.4%,1%,-11%
CC(C)(C)C(=O)OCCn1c(=O)c2cc3c(=O)n(CCOC(=O)C(C)(C)C)c(=O)c3cc2c1=O,23%,-15%,-6%,0.8%,14%,0.6%,-3.4%,4%,31%
CCN1CCN(C(=O)c2ccc3c(c2)N(Cc2ccc(C)cc2)CCS3)CC1,4%,-18%,-36%,-0.6%,19%,0.1%,0.5%,1%,-1%
CCOC(=O)C1C(CC)NC(=S)NC1(C)O (configuration not stated),-20%,-13%,-1%,-7.6%,21%,0.5%,5.2%,6%,15%
O=C(CCCn1c(=S)[nH]c2cc3c(cc2c1=O)OCO3)NCc1cccc(Cl)c1,27%,-15%,7%,-5.3%,-20%,-0.1%,0.5%,2%,2%
Cc1cc(C(=O)COC(=O)C2CCN(C(=O)c3ccc(Cl)cc3)CC2)c(C)n1CC1CCCO1 (configuration not stated),-1%,-28%,6%,-0.2%,8%,0.1%,-2.5%,4%,-9%
CN(C)CCCN(C(=O)C1=COCCO1)c1nc2ccc(Br)cc2s1,-1%,-29%,-20%,2.8%,-18%,-0.1%,0.6%,-2%,-9%
O=C(NC1CCCCC1NC(=O)c1ccco1)c1ccco1 (configuration not stated),6%,-4%,9%,-1.6%,3%,0.2%,-0.9%,1%,11%
O=C(CN(Cc1ccccc1)C(=O)c1ccco1)NCc1ccc(F)cc1,11%,1%,8%,-1.4%,-8%,-0.2%,-0.2%,-1%,17%

# Following part:
compound,GPR35 antagonists,NOD1 inhibition,KOR beta-arrestin-1,KOR beta-arrestin-2,AID2073,GPR55 activation,HIV fusion peptide,Siah-1 displacement,GPR55 antagonists
CCN(CC)S(=O)(=O)c1ccc2nnn(OCC(=O)Nc3cccc(C#N)c3)c2c1,1%,-16%,20%,-0.4%,3%,-0.1%,1.4%,2%,5%
C/C(=N\NC(=S)NCc1ccccc1)c1ccccc1,1%,-22%,8%,2.0%,1%,0.6%,-3.3%,4%,-3%
CCOC(=O)c1ccc(NC(=O)c2ccccc2C)cc1,-1%,-49%,14%,-0.7%,-4%,0.6%,0.9%,7%,4%
COCCNC(=O)COc1ccc(Nc2ccccc2)cc1,-14%,-17%,-17%,9.9%,-15%,-0.1%,-1.1%,-4%,-13%
Cc1ccccc1NC(=S)NC12CN3CN(CN(C3)C1)C2,-10%,-20%,14%,-2.3%,-5%,-0.1%,0.5%,25%,13%
CC[C@@]12C(=O)N(c3cccc(C)c3)C(=O)N1[C@H](c1ccc(Br)cc1)[C@@H]1C(=O)N(C(C)(C)C)C(=O)[C@@H]12,1%,6%,-2%[20 µM],-4.6%,-2%,0.1%,3.9%,-1%,2%
O=C1NC[C@H](c2ccccc2)N(CCc2cccc3ccccc23)C1=O,2%,6%,9%,0.1%,10%,-0.1%,-1.0%,4%,2%
CC1(C)C(C=C(Cl)Cl)C1C(=O)N(Cc1cccc(Cl)c1)C1CCS(=O)(=O)C1 (configuration not stated),5%,-18%,-17%,2.9%,4%,-0.4%,4.1%,-2%,1%
COc1ccc(-c2[nH]n(-c3ccc([N+](=O)[O-])cc3)c(=O)c2C=NCCN2CCNCC2)cc1,28%,-54%,-54%[20 µM],nt,10%,-0.1%,3.9%,0%,12%
COc1ccc(C(=O)Nc2ccc(Cl)cc2C(=O)N2CCCC(C)C2)cc1OC (configuration not stated),5%,-19%,6%,-5.4%,-6%,0.2%,-3.1%,1%,11%
COC(=O)Cc1ccc(NC(=S)N2CCN(c3ccc(F)cc3)CC2)cc1,8%,23%,-26%,1.6%,-26%,-0.1%,-0.4%,-8%,0%
COCCNC(=O)COc1ccccc1Cl,-4%,-5%,-6%,3.4%,-13%,-0.2%,-2.0%,-2%,1%
O=[N+]([O-])C1=CC=C2C(=NC3(CCCCC3)N2O)C1=NC1CCCCC1,3%,-2%,-36%,16%,-2%,-0.1%,5.2%,0%,7%
O=C(O)/C=C\c1ccccc1Oc1cccc(Cl)c1,17%,9%,6%,14%,3%,-0.4%,6.7%,-5%,-8%
O=C(Oc1ccc2c(c1)OCC2=O)c1ccccc1,0%,-14%,-9%,-0.1%,-5%,0.0%,1.2%,-2%,0%
O=c1c(-c2ccccc2)c(O)nc2ccccn12,-4%,4%,-26%,-4.2%,16%,0.3%,22%,4%,-1%
CCOC(=O)c1c(NC(=O)c2nn(C)cc2[N+](=O)[O-])sc(C)c1C,0%,-20%,7%[20 µM],nt,24%,0.1%,-1.6%,17%,4%
CCOC(=O)c1ccc(COC(=O)c2ccc3c(c2)-c2ccccc2C3=O)cc1,-1%,8%,-9%,2.4%,1%,0.2%,2.1%,9%,21%
CCCC(=O)Nc1cc(S(=O)(=O)N(CC)CC)ccc1Cl,-10%,-5%,nt,-0.4%,-16%,-0.2%,1.3%,0%,-5%
O=C1CC(C(=O)N2CCCc3ccccc32)CN1c1ccc(Cl)cc1 (configuration not stated),4%,33%,-29%,5.9%,-6%,-0.1%,0.8%,-2%,4%
CC(=O)Nc1ccc(S(=O)(=O)Nc2cccc(C(=O)NC(C)(C)C)c2)cc1,9%,10%,-10%,0.8%,10%,0.1%,-0.6%,5%,24%
COc1ccc(N2CCN(C(=O)Cc3ccc(S(=O)(=O)N4CCOCC4)s3)CC2)cc1,6%,-36%,-11%,-2.7%,43%,-0.5%,4.0%,25%,1%
O=C(NCCc1ccccc1)c1c[nH]c2c(F)cccc2c1=O,0%,-21%,-50%[20 µM],2.6%,6%,-0.3%,1.0%,2%,3%
COc1ccc(N(C)S(=O)(=O)c2cccc(C(=O)NCC3CCCCC3)c2)cc1,-12%,-32%,10%,-2.4%,-4%,1.1%,-1.4%,16%,5%
O=C(c1ccncc1)N1CCN(S(=O)(=O)c2ccc3ccccc3c2)CC1,11%,2%,-25%[20 µM],3.2%,11%,-0.1%,-0.1%,6%,3%
CCOC(=O)c1c(C)n(C)c2c(C)cc(O)c(OC(=O)CC)c12,8%,-16%,0%,-8.8%,14%,-0.2%,1.5%,5%,nt

# Record cards (already shown). Screens in order: GPR35 antagonists | NOD1 inhibition | KOR beta-arrestin-1 | KOR beta-arrestin-2 | AID2073 | GPR55 activation | HIV fusion peptide | Siah-1 displacement | GPR55 antagonists
# Cc1ccccc1NC(=S)NC12CN3CN(CN(C3)C1)C2 across the screens: -10% | -20% | 14% | -2.3% | -5% | -0.1% | 0.5% | 25% | 13%
# O=C(O)/C=C\c1ccccc1Oc1cccc(Cl)c1 across the screens: 17% | 9% | 6% | 14% | 3% | -0.4% | 6.7% | -5% | -8%
# O=C1CC(C(=O)N2CCCc3ccccc32)CN1c1ccc(Cl)cc1 (configuration not stated) across the screens: 4% | 33% | -29% | 5.9% | -6% | -0.1% | 0.8% | -2% | 4%
# CCOC(=O)c1ccc(NC(=O)c2ccccc2C)cc1 across the screens: -1% | -49% | 14% | -0.7% | -4% | 0.6% | 0.9% | 7% | 4%
# COc1ccc(-c2[nH]n(-c3ccc([N+](=O)[O-])cc3)c(=O)c2C=NCCN2CCNCC2)cc1 across the screens: 28% | -54% | -54%[20 µM] | nt | 10% | -0.1% | 3.9% | 0% | 12%
